# Screening data as filed in PubChem BioAssay.
# D1 PAM – human D1 dopamine receptor positive modulation; actives 0.036% (n = 360,000); P21728; AID 504651; HEK293 TREx D1 cells, calcium flux, dopamine EC20 potentiation; potentiation, % at 10 µM; in the data active means potentiation above about 30%; further: 0% is about no effect
# Target sequence (P21728 whole entry, looked up): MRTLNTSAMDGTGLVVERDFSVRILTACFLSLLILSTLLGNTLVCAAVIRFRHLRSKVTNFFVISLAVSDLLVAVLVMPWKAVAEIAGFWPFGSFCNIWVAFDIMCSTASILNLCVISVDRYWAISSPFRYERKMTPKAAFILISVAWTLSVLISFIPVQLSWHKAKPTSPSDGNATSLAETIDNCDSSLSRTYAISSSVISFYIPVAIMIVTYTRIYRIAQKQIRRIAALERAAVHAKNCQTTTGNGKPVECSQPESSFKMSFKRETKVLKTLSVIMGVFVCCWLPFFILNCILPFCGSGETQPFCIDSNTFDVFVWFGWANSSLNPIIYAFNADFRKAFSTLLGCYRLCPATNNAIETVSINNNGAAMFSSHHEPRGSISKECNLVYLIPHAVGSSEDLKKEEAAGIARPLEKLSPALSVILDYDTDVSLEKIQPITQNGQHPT
# TRHR ag – TRH receptor (human) agonism; actives 0.18% (n = 360,000); activation, % at 2 µM; P34981; TRHR cells, calcium flux fluo-8, FDSS agonist mode; further: 0% is about no effect
# Target sequence (P34981 whole entry, looked up): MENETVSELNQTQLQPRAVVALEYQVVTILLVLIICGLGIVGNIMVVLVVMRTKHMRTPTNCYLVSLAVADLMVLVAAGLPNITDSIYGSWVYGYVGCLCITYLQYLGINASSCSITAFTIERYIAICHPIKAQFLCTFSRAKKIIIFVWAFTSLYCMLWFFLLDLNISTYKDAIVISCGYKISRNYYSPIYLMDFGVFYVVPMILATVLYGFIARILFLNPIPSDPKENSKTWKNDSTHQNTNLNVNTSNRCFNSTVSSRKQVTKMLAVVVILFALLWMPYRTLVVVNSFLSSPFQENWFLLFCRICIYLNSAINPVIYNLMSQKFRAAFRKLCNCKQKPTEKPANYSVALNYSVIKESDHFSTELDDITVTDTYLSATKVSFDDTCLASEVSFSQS
#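 Read-out: compound-evoked intracellular calcium rise in TRHR cells, fluo-8 dye, kinetic FDSS fluorescence at 1 s/cycle following a 10-cycle baseline. Cells cultured overnight before dye loading (30 min–1.5 h, RT).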
# D2 antag – antagonizes the human D2 dopamine receptor; inhibition, % at 10 µM; HEK293 TREx D2 cells, calcium flux, dopamine EC80; actives 2% (n = 340,000); in the data active means inhibition above about 30%; further: 0% is about no effect
#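 Antagonism is scored as inhibition of an EC80 dopamine-evoked calcium signal in a force-coupled, tetracycline-inducible HEK293 T-REx D2 line, with compound present 180 s before agonist.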
# D2 PAM – positively modulates the human D2 dopamine receptor allosterically; HEK293 T-REx D2, calcium flux, EC20 dopamine potentiation; actives 0.34% (n = 340,000); P14416; potentiation, % at 10 µM;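 active means potentiation over 3 SD above the plate norm, cut at about 30% in these data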; further: 0% is about no effect
#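 Potentiation of an EC20 dopamine calcium response is measured in a force-coupled, tetracycline-inducible Hek293 Trex D2 line. Compound-only kinetic reads over 180 s flag agonists before dopamine addition.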
# D1 antagonist – blocks dopamine activation of the human D1 receptor; P21728; HEK293 TREx D1 cells, calcium flux, dopamine EC80; hits give low values; activity change, negative = inhibition, % at 10 µM; actives 3.2% (n = 360,000); AID 504652; in the data active means activity change below about -30%; further: on the % scale 0 is the no-effect control and ±100 the full control effect
#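 Compound effects on dopamine-evoked calcium signalling were measured in tetracycline-induced HEK293 Trex D1 cells. Dopamine at EC80 followed a 180 s compound pre-read, and fluorescence was tracked kinetically for 180 s more.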
# TRHR PAM – allosteric enhancers of human TRH receptor; TRHR cells, fluo-8 calcium fluorescence, EC20 TRH enhancement; AID 493056; enhancement, % at 2 µM; actives 0.66% (n = 360,000); P34981; in the data active means enhancement above about 30%; further: 0% is about no effect
#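 TRHR-expressing cells loaded with fluo-8 calcium dye were read kinetically (ex 480/em 530) during compound addition, then stimulated with an EC20 of TRH (10 nM final). Enhancement of the Gq-mediated intracellular calcium response was scored.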
# D1 ag – agonists of human D1 dopamine receptor; P21728; HEK293 T-REx D1 cells, calcium flux, agonist mode; activation, % at 2 µM; actives 1% (n = 360,000); AID 504660; further: 0% is about no effect
#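 Agonism was scored from calcium flux recorded over 180 s (1 read/s) after pintool compound addition, following a 10-cycle baseline. Cells were inducible force-coupled HEK293 TREx D1, plated overnight at 30 C and loaded with no-wash calcium dye.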
# D2 ag – agonists of human D2 dopamine receptor; P14416; HEK293 T-REx D2 cells, calcium flux agonist mode; activation, % at 2 µM; actives 0.53% (n = 340,000); AID 485358;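 active means activation over 3 SD above normal in the single-dose calcium agonist read, cut at about 30% in these data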; further: 0% is about no effect
#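 Agonism scored from kinetic calcium signal (1 read/sec, 180 s) following compound pin transfer, after a 10 s baseline. Cells: HEK293 Trex line expressing inducible D2 receptor coupled to calcium, dye-loaded after overnight culture at 30 C.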
# RXFP1 antagonist – RXFP1 (human) relaxin receptor antagonism; Q9HBX9; HEK293-RXFP1, relaxin-stimulated cAMP HTRF, 30 min; hits give low values; activity change, negative = inhibition, % at 57.5 µM; actives 0.59% (n = 350,000); AID 1259400;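 active means activity change of -60% or lower, but not beyond a set lower limit; inconclusive means change between -60% and -40%, or beyond the set limit; inactive means change above -40%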; further: on the % scale 0 is the no-effect control and ±100 the full control effect
# Active calls of the source: *; ? = inconclusive; · = no result given; & = joins results of further samples; ! = a repeat was not active. Unless noted, no stated cut-off is given here; in the data, active means activation above about 30%; inactive means the rest.
SMILES,D1 PAM,TRHR ag,D2 antag,D2 PAM,D1 antagonist,TRHR PAM,D1 ag,D2 ag,RXFP1 antagonist
O=S(=O)(c1ccccc1)N1CCC(O)(CSc2ccc(F)cc2)CC1,-2,-0.2,5,6,-18,2,16,1.1,4
CC(=O)Nc1ccc(-n2nnnc2SCC(=O)NC2CCCC2)cc1,9,-0.2,-25,25,-2,11,2,-0.9,7
O=C1C2C3C=CC(CNS(=O)(=O)c4ccccc4[N+](=O)[O-])(O3)C2C(=O)N1c1ccccc1 (stereo not drawn),3,-0.3,-4,6,7,-1,2,0.3,11
CS(=O)(=O)N(CC(=O)NC1CCCC1)c1cccc(F)c1,0,0.0,·,·,-10,-1,10,·,13
C[C@@H]1CCCCCCCCCCC1=O,-1,-0.7,-19,2,-8,1,3,0.6,-6
CN1CCN(NC(=O)/C=C/c2cccc([N+](=O)[O-])c2)CC1,-4,1.7,-12,-1,-1,-1,2,1.6,-12
Cc1nonc1C(=O)N/N=C/c1ccccc1,0,0.2,-6,15,8,-1,0,-0.7,3
CC(=O)Nc1ccc(NC(=O)C(C)OC(=O)C2CCCCC2)cc1 (stereo not drawn),-2,0.1,-9,13,2,0,4,-2.0,-1
O=C(c1ccc(-n2cccn2)cc1)N1CCN(c2ncccc2C(F)(F)F)CC1,-7,0.0,·,14,-1,-2,5,·,-6
COc1ccccc1N(CC(=O)NC(C)(C)C)C(=O)C1CSC(=O)C1 (stereo not drawn),-2,0.0,-18,-2,-4,-3,1,0.5,-2
CC(=O)Nc1ccc(NC(=O)c2cc(-c3ccc(C)c(C)c3O)n[nH]2)cc1,-5,-2.5,13,-5,-14,3,4,0.5,-11
O=C(NC1CCCC1)c1ccc(COc2ccccc2Br)o1,-12,-2.2,6,2,1,-6,6,-1.2,-1
FC(F)(F)c1cc(-c2ccccc2)nc(NCC2CCCO2)n1 (stereo not drawn),3,-0.2,-13,1,7,4,0,-0.3,-25
COc1ccc(Cl)c(Cn2c(NCCCN(C)C)nc3c2c(=O)n(C)c(=O)n3C)c1,1,-0.1,5,-3,6,1,0,0.5,-6
Cc1c(NC(=O)C2(c3ccccc3)CCCC2)c(=O)n(-c2ccccc2)n1C,-1,0.0,-8,6,·,-30,-2,0.0,3
CC1Cc2ccccc2N1C(=O)Cn1nc(C(=O)O)c2ccccc2c1=O (stereo not drawn),1,-0.1,-6,2,0,9,2,-1.0,-12
COc1ccc(S(=O)(=O)c2c(Nc3ccc(C)cc3)sc(C(=O)c3ccc(C)cc3)c2N)cc1,-2,2.7,·,6,-13,1,56*,5.1,-4
CCCCC(=O)Nc1nnc(SCc2cc(=O)n3cc(C)ccc3n2)s1,0,0.0,·,·,8,-1,1,0.3,-3
CC1CCN(CC2CCN(C(=O)NCc3ccccc3)CC2)CC1,-2,0.6,·,-19,-1,2,0,0.6,1
CCOC(=O)[C@@H]1[C@H]2COc3ccc(Br)cc3[C@@H]2N2C(=O)N(c3ccccc3)C(=O)[C@@]12C,4,0.0,-1,5,40,-7,2,0.1,·

# Complete entries, quoted from the list. Order of values: D1 PAM	TRHR ag	D2 antag	D2 PAM	D1 antagonist	TRHR PAM	D1 ag	D2 ag	RXFP1 antagonist
# Record of `COc1ccc(Cl)c(Cn2c(NCCCN(C)C)nc3c2c(=O)n(C)c(=O)n3C)c1` = 1	-0.1	5	-3	6	1	0	0.5	-6
# Record of `CC(=O)Nc1ccc(NC(=O)c2cc(-c3ccc(C)c(C)c3O)n[nH]2)cc1` = -5	-2.5	13	-5	-14	3	4	0.5	-11

# (list continues)
SMILES,D1 PAM,TRHR ag,D2 antag,D2 PAM,D1 antagonist,TRHR PAM,D1 ag,D2 ag,RXFP1 antagonist
O=C(CC(Nc1ccc(Cl)cc1)C(=O)O)c1ccccc1 (stereo not drawn),-2,-0.3,·,·,-9,12,6,·,4
O=C(Oc1ccc2ccccc2c1)c1ccccc1,-4,0.5,·,-4,10,5,3,·,-10
CCN(CC)c1ccc(C(=O)OCC(=O)N(C(C)C)C(C)C)cc1,-5,-0.1,5,0,-10,-2,3,-1.8,-11
Nc1nc(-c2ccco2)nn1C(=O)c1ccc(Cl)cc1,-3,0.6,2,-4,-15,2,1,0.1,-9
Cc1ccc(C)c2c1sc(=NC(=O)CN1C(=O)CCC1=O)n2C,·,0.0,-8,-7,-7,-6,1,0.3,·
CCCNC(=S)N1CCC(NC(=O)c2ccc(OC)cc2)CC1,-1,-0.1,-4,-6,-20,-5,1,0.4,6
Cc1cc(SCC(=O)OC/C(O)=C(\C#N)c2nc3ccccc3[nH]2)c(C)cc1Br,-7,0.5,17,-21,3,-7,2,0.6,-1
CCc1nn(CC(=O)N2CCN(c3cccc(C)c3C)CC2)c(=O)c2cc3sccc3n12,-3,0.0,·,4,2,-1,0,-0.4,7
O=C(Cc1ccccc1)NC1CCSc2ccccc21 (stereo not drawn),1,-0.4,4,-2,-19,-5,1,-1.6,5
COc1ccc(-n2c(SCC(=O)Nc3ccccc3C)nc(O)c(Cc3ccccc3)c2=O)cc1,0,0.5,-4,-2,4,-4,0,-0.1,-14
Cc1ccc(C(CC(=O)N2CCCC2)c2ccccc2)c(O)c1 (stereo not drawn),-3,-0.5,17,-9,1,4,1,-0.7,1
CCc1ccccc1N(CC(=O)NC(C)(C)CC)C(=O)CCC(=O)Nc1nccs1,-3,-0.5,-1,-1,27,-2,4,-0.6,-3
Cc1cc(NC(=O)CCc2nc3cccnc3n2-c2ccccc2)ccc1Br,2,-0.2,·,-4,5,-7,-3,-0.4,-21
CN(C(=O)COC(=O)C1CCN(S(=O)(=O)c2ccc3c(c2)OCCO3)CC1)C1CCS(=O)(=O)C1 (stereo not drawn),-12,0.1,·,·,9,-2,1,·,-23
COc1ccc(OC)c(NC(=O)c2cccc(C)c2[N+](=O)[O-])c1,-1,-0.8,17,7,-14,-20,2,0.6,0
CCCn1c(NC(=O)c2ccc(F)cc2)nc2ccccc21,-4,-1.3,9,-2,-14,-2,3,2.5,-7
CC(=O)Nc1cccc(C(=O)/C=C/c2ccc(F)cc2)c1,-7,1.1,14,-2,2,-12,5,-0.4,-22
CN1CCN(CC(O)COCc2ccc3c(c2)OCO3)CC1 (stereo not drawn),2,-0.1,21,10,-6,3,1,-0.4,1
COCC1CCN(C(=O)c2cc(COc3ccc4c(c3)CCCC4)on2)C1 (stereo not drawn),-8,-0.2,10,-1,-23,5,7,-0.2,2
COC(=O)N/N=C/C1=CCC2CC1C2(C)C (stereo not drawn),-4,1.3,-6,4,2,4,1,0.1,-15
COc1ccc(/C=C/C(=O)NCc2ccccn2)cc1OC,4,-3.9,9,11,8,12,0,-0.8,-40
COc1ccc(C(=O)NC(CC(C)C)C(=O)O)cc1 (stereo not drawn),-1,0.0,9,-5,1,0,1,-0.5,·
O=C(NCCCc1ccccc1)c1ccncc1,-10,0.0,-22,-10,0,-5,1,-0.5,-12
CCOCCCNC(=O)C(c1ccccc1)N(Cc1cccs1)C(=O)CNC(=O)c1ccccc1 (stereo not drawn),1,-2.5,-6,-6,-6,10,8,-1.6,-11
Cc1ccc2nc(N(CCCN(C)C)C(=O)c3ccc(Br)s3)sc2c1,-3&-4,2.1&3.7,14,-13&-11,-2&-7,3&9,41*!,-0.9&1.8,?
O=C(Oc1ccccc1)N(c1ccccc1)c1ccccc1,3,5.4,-3,3,15,6,21,0.7,1
Cc1cccc(NS(=O)(=O)c2ccc3c(c2)CC(C)N3C(=O)C2CCC2)c1C (stereo not drawn),-3,2.5,·,1,-34*,-2,13,-0.4,-24
CN(C)Cc1c(O)ccc2[nH]cnc12,-3,0.9,-4,-14,3,-1,2,1.0,-8
Cc1ccc(-c2noc(CSc3nnc(Cc4cccs4)n3-c3ccccc3)n2)cc1,15,0.9,-11,9,14,3,1,0.4,·
O=C(Nn1cnnc1)c1cc(Br)ccc1Cl,3,0.3,-7,10,23,1,-3,-1.7,7

# Shown as tab-separated lines: 7 of the compounds above.
mol	D1 PAM	TRHR ag	D2 antag	D2 PAM	D1 antagonist	TRHR PAM	D1 ag	D2 ag	RXFP1 antagonist
Cc1cccc(NS(=O)(=O)c2ccc3c(c2)CC(C)N3C(=O)C2CCC2)c1C (stereo not drawn)	-3	2.5	·	1	-34*	-2	13	-0.4	-24
CN(C)Cc1c(O)ccc2[nH]cnc12	-3	0.9	-4	-14	3	-1	2	1.0	-8
Cc1ccc2nc(N(CCCN(C)C)C(=O)c3ccc(Br)s3)sc2c1	-3&-4	2.1&3.7	14	-13&-11	-2&-7	3&9	41*!	-0.9&1.8	?
COc1ccc(/C=C/C(=O)NCc2ccccn2)cc1OC	4	-3.9	9	11	8	12	0	-0.8	-40
O=C(NCCCc1ccccc1)c1ccncc1	-10	0.0	-22	-10	0	-5	1	-0.5	-12
Cc1ccc(-c2noc(CSc3nnc(Cc4cccs4)n3-c3ccccc3)n2)cc1	15	0.9	-11	9	14	3	1	0.4	·
COc1ccc(C(=O)NC(CC(C)C)C(=O)O)cc1 (stereo not drawn)	-1	0.0	9	-5	1	0	1	-0.5	·

# Continuation:
SMILES,D1 PAM,TRHR ag,D2 antag,D2 PAM,D1 antagonist,TRHR PAM,D1 ag,D2 ag,RXFP1 antagonist
Cc1ccc(/C([O-])=C(/C(=S)NCCN2CCOCC2)[n+]2ccccc2)cc1[N+](=O)[O-],-5,-0.3,-1,-3,-10,2,2,0.4,5
O=C(NCCc1ccc(Cl)cc1)C1CCN(S(=O)(=O)N2CCC3(CC2)OCCO3)CC1,-2,-1.0,-23,-1,8,10,13,0.5,14
COc1ccc(Cc2nnc(NC(=O)c3cc(OC)c(OC)c(OC)c3)s2)cc1,2,-0.6,-6,19,20,-1,-2,-1.4,2
CC1CCN(S(=O)(=O)c2ccccc2)CC1,-3,-0.3,-3,5,6,19,3,-0.4,7
Cc1ccc(-n2cc(C(=O)c3ccccc3O)cn2)cc1,-1,0.7,-6,6,1,3,7,-0.4,-15
O=C1CC(=C(c2ccccc2)c2ccccc2)C(=O)N1CCCCN1CCN(c2ccccc2)CC1,-11,-0.2,-15,11,-57*,20,1,-1.5,-9
CCn1cc(C(=O)N2CCN(c3ccccc3OC)CC2)c2cc(OC)c(OC)cc2c1=O,-4&2,-0.1&-0.3,1,1&2,17&-7,-3&0,1&1,-0.1&0.5,5
COC(OC)C1(C)C(C#N)=C(N)Oc2c1c(=O)oc1ccccc21 (stereo not drawn),3,-0.1,-8,-6,-6,0,3,-1.8,9
CCc1ccccc1NC(=O)Cn1c(=O)n(CCc2ccccc2)c(=O)c2sc3ccccc3c21,1,-2.1,·,·,6,0,-1,·,·
Cc1ccc(C)c(NC(=O)c2cc(S(=O)(=O)N3CCCCCC3)ccc2F)c1,0,-0.2,·,13,-2,8,-3,0.2,-12
O=C(C1=C[C@H](C2CCCCC2)C[C@H](OCc2ccc(CO)cc2)O1)N1CCN(Cc2ccc3c(c2)OCO3)CC1,-4,0.1,-4,-2,8,11,1,1.2,·
CCCc1nc(SCC(=O)Nc2ccc(N3CCOCC3)cc2)c2ccccc2n1,-20,0.6,·,0,-36*,2,1,·,-1
O=C1CN(C(=O)CSc2nnc(C3CC3)n2-c2ccccc2)c2ccccc2N1,2,-1.1,-13,17,-8,6,7,-1.7,-3
